MITF primary: MITF inhibitors, primary screen, biochemical, AlphaScreen, human | hit rate 0.91% among 650,000 | inhibition, % at 2.6 µM | AID 1259374, 2018 | AlphaScreen MITF homodimerization, bead proximity signal; in the data active = inhibition above about 50%;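 also: 0% = vehicle wells with protein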
GPR151 activ: activators of human GPR151, primary screen, cell-based, PathHunter beta-arrestin, luminescence | hit rate 1% among 650,000 | activation, % at 11.2 µM | PathHunter beta-arrestin GPR151 cells | AID 1508602, 2020; in the data active = activation above about 4.9%;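 also: 0% = median of compound wells and 100% = cells with positive control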
Target sequence (Q8TDV0 whole entry, looked up): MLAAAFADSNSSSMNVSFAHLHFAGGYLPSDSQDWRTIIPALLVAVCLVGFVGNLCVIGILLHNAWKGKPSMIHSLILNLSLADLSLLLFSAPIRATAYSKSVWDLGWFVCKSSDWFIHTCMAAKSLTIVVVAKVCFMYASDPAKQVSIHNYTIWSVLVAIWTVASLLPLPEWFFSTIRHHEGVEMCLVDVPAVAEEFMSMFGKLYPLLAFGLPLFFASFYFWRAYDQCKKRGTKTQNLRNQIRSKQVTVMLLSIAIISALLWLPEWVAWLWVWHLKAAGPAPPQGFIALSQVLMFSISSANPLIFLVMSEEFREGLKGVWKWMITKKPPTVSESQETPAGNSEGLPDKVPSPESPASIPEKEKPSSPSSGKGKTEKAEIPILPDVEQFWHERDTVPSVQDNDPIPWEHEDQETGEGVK
TEAD-YAP inh: TEAD-YAP interaction inhibition, primary screen, TEAD-YAP interaction inhibitor project, luminescence, HEK-TIYL cells. TEAD-Gal4/YAP UAS-luciferase luminescence. inhibition, % at 9.12 µM. hit rate 1.4% among 640,000. AID 1259422, 2018; in the data active = inhibition above about 32%;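 also: 0% = median of test compound wells and 100% = reference inhibitor wells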
FBW7 act: FBW7 E3 ligase activators, primary screen, biochemical, AlphaScreen, human. AlphaScreen FBW7–phospho-cyclin E peptide binding, activator screen. normalized activity (activation), % at 26.1 µM. hit rate 0.13% among 650,000. AID 1259310, 2017; in the data active = normalized activity above about 1.9%;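 also: purified mutant Fbw7 with reduced substrate affinity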
Target sequence (Q969H0 whole entry, looked up): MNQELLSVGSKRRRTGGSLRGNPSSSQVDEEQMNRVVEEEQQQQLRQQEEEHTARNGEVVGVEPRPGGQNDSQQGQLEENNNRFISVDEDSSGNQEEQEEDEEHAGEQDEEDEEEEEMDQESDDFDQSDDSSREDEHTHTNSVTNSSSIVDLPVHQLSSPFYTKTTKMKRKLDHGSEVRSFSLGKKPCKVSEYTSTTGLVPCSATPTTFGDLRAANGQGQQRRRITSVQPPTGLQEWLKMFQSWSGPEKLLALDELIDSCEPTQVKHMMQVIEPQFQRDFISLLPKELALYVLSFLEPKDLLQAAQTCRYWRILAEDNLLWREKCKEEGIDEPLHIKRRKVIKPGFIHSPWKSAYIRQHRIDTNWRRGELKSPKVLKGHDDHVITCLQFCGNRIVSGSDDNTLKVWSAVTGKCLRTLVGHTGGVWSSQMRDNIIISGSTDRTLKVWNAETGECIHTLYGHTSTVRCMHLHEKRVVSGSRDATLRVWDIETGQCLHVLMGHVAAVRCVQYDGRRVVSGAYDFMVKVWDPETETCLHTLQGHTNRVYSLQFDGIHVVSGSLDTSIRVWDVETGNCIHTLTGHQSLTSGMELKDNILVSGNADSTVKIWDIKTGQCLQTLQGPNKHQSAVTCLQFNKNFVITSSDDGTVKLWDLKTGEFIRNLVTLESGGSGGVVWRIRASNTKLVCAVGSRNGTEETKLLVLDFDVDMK
Numbers without * were called inactive; & = joins results of further samples.

canonical_smiles | MITF primary | GPR151 activ | TEAD-YAP inh | FBW7 act
Cc1ccc(-c2coc3c(C)c4oc(=O)cc(C)c4cc23)cc1 | -7 | 0.3 | 12 | -0.1
COc1ccc(OC)c(-n2c(CNC(=O)c3ccc(S(=O)(=O)N4CCOCC4)cc3)nnc2SCC(=O)Nc2ccc(F)cc2)c1 | 0 | 0.4 | 3 | -0.2
CC(=O)c1ccccc1OC(=O)COc1ccc(C)cc1 | -20 | -0.8 | 10 | 0.0
O=C(CCCc1nc2ccccc2s1)OCc1cc([N+](=O)[O-])cc2c1OCOC2 | -2 | -0.1 | 1 | -0.3
O=C(NCc1ccco1)c1nn2c(c1Br)NC(c1cccs1)CC2C(F)(F)F (stereo unspecified) | 6 | 0.9 | 12 | 0.0
CN(C)c1nc(OCCNC(=O)Nc2ccccc2)nc(N2CCCCC2)n1 | -8 | -0.8 | 6 | -0.1
CN1CCCN(C(=O)C2CC23CCN(Cc2cc4c(cc2Cl)OCO4)CC3)CC1 (stereo unspecified) | -6 | -0.5 | -10 | 0.1
O=C(Cn1nnc2ccccc21)N/N=C\c1cccc(Cl)c1 | 17 | 0.2 | -8 | 0.0
COCCNC(=S)N(Cc1ccccc1)Cc1ccccc1 | 6&1 | -0.7&-0.4 | 2&-3 | 0.0&0.1
COc1ccccc1NC(=S)NC1CCCC1 | 7 | -0.3 | -5 | 0.2
COc1ccc(OC)c(/C=C/c2nc3ccccc3c(=O)n2-c2ccc(OC)c(Cl)c2)c1 | 15 | -2.5 | 14 | 0.1
COC(=O)c1c(NC(=O)C(C)N2C(=O)c3ccccc3C2=O)sc2c1CCCC2 (stereo unspecified) | 12 | -0.7 | -8 | 0.1

canonical_smiles | MITF primary | GPR151 activ | TEAD-YAP inh | FBW7 act
Cc1ccc(C(=O)N[C@H]2C[C@H]3C(=O)N4CCC[C@@H]4C(=O)N3C2)cc1F | -4 | 0.5 | 5 | -0.2
COCCOC(=O)C1=C(C)NC(=O)N(C(C)=O)C1c1ccc(Cl)cc1 (stereo unspecified) | 6 | 1.4 | 1 | 0.1
Cn1c(SCC(=O)Nc2ccccc2[N+](=O)[O-])nnc1C(F)(F)F | 12 | -0.4 | 7 | 0.1
N=C(N)SCc1cn2cccnc2n1 | 1 | 0.6 | -1 | 0.0
CCCc1cc(N2CCN(c3ccccc3)CC2)n2cnnc2n1 | 10 | -2.8 | 27 | 0.3
COc1ccc(/C=C2\N=C(c3cccc(OC)c3)OC2=O)cc1 | 5 | 0.1 | 5 | 0.0
CCNc1nc(NCC)n2c(SCC(=O)Nc3ccccc3OC(F)F)nnc2n1 | 8 | 1.7 | 6 | -0.1
COCc1ccc(CNc2nc(C)c(-c3ccn(CCc4ccc(OC)cc4)n3)s2)o1 | -10 | 0.2 | -7 | -0.1
CCCC(=O)N(c1nnc(-c2cccnc2)s1)C(C)C | 1 | 1.5 | 4 | 0.2
N#Cc1ccccc1CSc1nc2ccsc2c(=O)n1CCCC(=O)NCCc1ccc(S(N)(=O)=O)cc1 | -1 | 0.9 | 16 | 0.0
Cc1cc(C)c2cc(C#N)c(N3CCCN(C(=O)C(F)(F)F)CC3)nc2c1 | 8 | -0.4 | -1 | -0.1
Cc1nc2ccccc2n1C(=O)c1ccco1 | 3 | 1.7 | 0 | 0.0

canonical_smiles | MITF primary | GPR151 activ | TEAD-YAP inh | FBW7 act
Fc1ccc(-c2nnc3ccc(SCc4cccnc4)nn23)cc1 | -1 | 1.8 | -49 | -0.3
Cc1ccc(C(=O)/C=C/NNC(=O)c2cccc(Br)c2)cc1 | -12 | 0.3 | -48 | 0.0
COC(=O)C1=C(C(=O)OC)SC2(S1)C(C(=O)OC)=C(C(=O)OC)SC1=C2c2ccccc2N(C)C1(C)C | 6 | 1.3 | -5 | 0.0
CCOC(=O)C1(CCc2ccccc2)CCN(C(=O)CCn2cncn2)CC1 | -8 | 1.7 | -45 | 0.1
COc1cccc(NC(=O)NC2CCCCCC2)c1 | -7 | 0.5 | -44 | 0.0
Cc1cc([N+](=O)[O-])cc(/C=N/NC(=O)c2cc(-c3ccccc3)n[nH]2)c1O | 3 | 0.1 | 4 | -0.3
CCOC(=O)C(Cc1c[nH]c2ccccc12)NC(=O)c1ccc([N+](=O)[O-])cc1 (stereo unspecified) | -7 | -1.0 | -11 | -0.1
Cc1ccccc1CNC(=O)CSCc1ccc([N+](=O)[O-])cc1 | 25 | -0.4 | 3 | 0.4
CCc1nc(SCC(=O)Nc2ccccc2OC)n[nH]1 | 10 | 0.2 | 7 | 0.5
Cc1ccc2c(c1)CC(C(=O)Nc1ccc(-c3cn[nH]c3)cc1OCCN(C)C)CO2 (stereo unspecified) | 23 | -0.2 | -1 | 0.1
COc1cc(/C=N/NS(=O)(=O)c2ccc(C(C)(C)C)cc2)cc(OC)c1OC | 12 | -0.7 | -2 | 0.1
Cc1cccc(C(=O)N/N=C/c2ccc[nH]2)c1 | 0 | -0.8 | -10 | 0.0

No new results follow: an excerpt of the list.
canonical_smiles | MITF primary | GPR151 activ | TEAD-YAP inh | FBW7 act
Cc1ccc(C(=O)/C=C/NNC(=O)c2cccc(Br)c2)cc1 | -12 | 0.3 | -48 | 0.0
COC(=O)C1=C(C(=O)OC)SC2(S1)C(C(=O)OC)=C(C(=O)OC)SC1=C2c2ccccc2N(C)C1(C)C | 6 | 1.3 | -5 | 0.0
CCOC(=O)C1(CCc2ccccc2)CCN(C(=O)CCn2cncn2)CC1 | -8 | 1.7 | -45 | 0.1
COc1cccc(NC(=O)NC2CCCCCC2)c1 | -7 | 0.5 | -44 | 0.0
Cc1cc([N+](=O)[O-])cc(/C=N/NC(=O)c2cc(-c3ccccc3)n[nH]2)c1O | 3 | 0.1 | 4 | -0.3
CCOC(=O)C(Cc1c[nH]c2ccccc12)NC(=O)c1ccc([N+](=O)[O-])cc1 (stereo unspecified) | -7 | -1.0 | -11 | -0.1
Cc1ccccc1CNC(=O)CSCc1ccc([N+](=O)[O-])cc1 | 25 | -0.4 | 3 | 0.4
CCc1nc(SCC(=O)Nc2ccccc2OC)n[nH]1 | 10 | 0.2 | 7 | 0.5
Cc1ccc2c(c1)CC(C(=O)Nc1ccc(-c3cn[nH]c3)cc1OCCN(C)C)CO2 (stereo unspecified) | 23 | -0.2 | -1 | 0.1
COc1cc(/C=N/NS(=O)(=O)c2ccc(C(C)(C)C)cc2)cc(OC)c1OC | 12 | -0.7 | -2 | 0.1
Cc1cccc(C(=O)N/N=C/c2ccc[nH]2)c1 | 0 | -0.8 | -10 | 0.0

The list goes on:
canonical_smiles | MITF primary | GPR151 activ | TEAD-YAP inh | FBW7 act
Cc1ccccc1NC(=O)c1ccc(S(=O)(=O)N2CCCCC2)cc1 | 16 | 3.9 | 4 | 0.0
COc1ccccc1NC(=O)CC(NCc1ccccn1)C(=O)O (stereo unspecified) | 100* | 1.5 | -6 | -0.4
O=C(Nc1ccc(-c2nc3ccccc3[nH]2)cc1)C1CCCN(Cc2ccn[nH]2)C1 (stereo unspecified) | -7 | 1.5 | 3 | -0.2
c1ccc(-n2cnc3cc(NCc4ccco4)ccc32)cc1 | 14 | -0.6 | -42 | -0.1
O=[N+]([O-])c1ccccc1/C=N/n1c(C(F)(F)F)n[nH]c1=S | 2 | 1.2 | -21 | 0.2
Nc1ccc(C(=O)OCC(=O)Nc2cccc3c2C(=O)c2ccccc2C3=O)cc1[N+](=O)[O-] | 6 | -0.1 | -2 | -0.2
Cc1ccc(NCc2nnc(SCC(=O)N3CCC(C)CC3)n2C)cc1 | -1 | -0.7 | -7 | 0.0
CC1=NN2C(=N)/C(=C/c3cn(CCOc4ccc(Cl)cc4)c4ccccc34)C(=O)N=C2S1 | -10 | 1.2 | -14 | -0.5
c1cn(Cc2ccc(Cn3ccnc3)cc2)cn1 | -15 | 0.9 | 5 | -0.3
C=CCn1c(N2CCC(C(=O)NC(C)c3cccs3)CC2)nc2ccccc21 (stereo unspecified) | -4 | 0.1 | -2 | -0.1
CCCC(=O)N1CCN(c2ccc(NC(=S)NC(=O)CC)cc2)CC1 | -7 | 0.1 | -5 | -0.1
COc1ccc(CC2(CCC(=O)NCc3cccc(C)n3)CCC(=O)N2)cc1 (stereo unspecified) | -5 | -0.2 | -1 | -0.1

canonical_smiles | MITF primary | GPR151 activ | TEAD-YAP inh | FBW7 act
O=C(C1CCN(S(=O)(=O)c2cccs2)CC1)N(Cc1ccccc1)c1nc2ccccc2s1 | -3 | -0.7 | -7 | 0.1
CCOC(=O)CSc1nnc(-c2cccs2)n1-c1ccccc1 | 27 | -0.3 | -12 | 0.2
CN(C(=O)c1ccccc1)C1(C)CCS(=O)(=O)C1 (stereo unspecified) | -1 | -0.3 | -10 | 0.0
Cc1ccc(CNS(=O)(=O)c2cc3c(cc2C)NC(=O)CO3)cc1 | -12 | -0.5 | -13 | 0.0
Cc1cc(SCC(=O)NCCc2ccccc2)nc(=O)[nH]1 | -8 | 3.1 | 7 | 0.2
O=C(CCN1C(=O)C2C3C=CC(C3)C2C1=O)N1CCN(c2ccc([N+](=O)[O-])cc2)CC1 (stereo unspecified) | 10 | 0.7 | 6 | -0.1
N#Cc1sc2nccc(Nc3ccccc3)c2c1N | 6 | 0.1 | 34* | 0.1
CCOCCCNC(=O)c1ccc(-n2nnc3ccccc3c2=O)cc1 | 6 | -0.6 | 14 | 0.0
Cc1ccnc(-n2cccc2CN2CCc3c(nc(N4CCCC4)[nH]c3=O)C2)c1 | 5 | 5.0* | 7 | 0.2
CCOc1ccc2ccccc2c1/C=C1\N=C(c2cccc(I)c2)OC1=O | 2 | 0.7 | 4 | 0.0
COc1cc(CN2CCN(Cc3ccccc3Cl)CC2)c([N+](=O)[O-])cc1OC | 82* | 0.8 | 6 | -0.1
COC(=O)C(C)NC(=O)C(Cc1ccccc1)NC(C)=O (stereo unspecified) | 9 | 0.1 | -3 | 0.3

canonical_smiles | MITF primary | GPR151 activ | TEAD-YAP inh | FBW7 act
COc1ccccc1-n1c(SC)nc2c(c1=O)C1(CCCCC1)Cc1ccccc1-2 | 3 | 1.0 | -3 | 0.1
COCCCNC(=O)c1cccc2c1SCCC2=O | -5 | 0.2 | -9 | -0.1
N#Cc1ccc(C(=O)CSc2cccc[n+]2[O-])cc1 | 2 | 3.9 | 5 | 0.1
COc1ccc(-c2csc(-c3cc4c(ccc5ccccc54)oc3=O)n2)cc1 | 3 | -0.2 | -4 | -0.1
O=C(NCCc1ccc(O)cc1)C12CC3CC(CC(C3)C1)C2 | 1 | -1.1 | -5 | 0.0
Cc1ccc(-n2nc3c(c2NC(=O)C(C)(C)C)CS(=O)(=O)C3)c(C)c1 | 9 | 0.9 | 1 | 0.0
CCOc1ccc2nc(Cl)c(C3CC(c4cccs4)=NN3S(C)(=O)=O)cc2c1 (stereo unspecified) | -2 | -0.1 | 2 | 0.2
CCN(Cc1ccccc1)S(=O)(=O)c1cc(C(=O)Nc2cccc(Cl)c2)ccc1F | 7 | 0.9 | 58* | 0.5
CN1CCc2c(sc3c2C(=O)NC(c2cc4c(cc2[N+](=O)[O-])OCO4)N3)C1 (stereo unspecified) | -7 | -1.7 | -6 | -0.1
c1csc(-c2nc(NC3CC3)c3ncn(C4CCCCC4)c3n2)c1 | 7 | -0.8 | 2 | 0.0
CCC(C)C1N=C2c3ccccc3N=C(SCC(=O)NCc3ccccc3)N2C1=O (stereo unspecified) | 5 | 0.7 | 1 | 0.2
CCn1c(=O)c2c(nc(SCC(=O)c3cccc(OC)c3)n2C)n(C)c1=O | 7 | -0.2 | -2 | 0.1

Next section, overlapping the part above by 2 compounds.
canonical_smiles | MITF primary | GPR151 activ | TEAD-YAP inh | FBW7 act
CCC(C)C1N=C2c3ccccc3N=C(SCC(=O)NCc3ccccc3)N2C1=O (stereo unspecified) | 5 | 0.7 | 1 | 0.2
CCn1c(=O)c2c(nc(SCC(=O)c3cccc(OC)c3)n2C)n(C)c1=O | 7 | -0.2 | -2 | 0.1
Cc1ccc([N+](=O)[O-])c(C2=N/C(=C\c3ccc(Cl)cc3)C(=O)O2)c1 | -16 | -0.2 | -3 | -0.1
Cc1nc2c(ccc3nc(NC(=O)c4ccc(S(=O)(=O)N5CCCCCC5)cc4)sc32)s1 | -12 | 0.5 | -4 | -0.1
CCCNC(=S)CC12CC3CC(CC(C3)C1)C2 | 22 | -1.6 | 2 | 0.2
O=C(Cn1nnc(-c2ccccc2)n1)N/N=C/c1cc(Br)c(O)cc1O | 21 | 1.4 | 12 | -0.9
Cn1c(=O)cc(N2CCN(Cc3ccccc3)CC2)[nH]c1=O | 9 | 0.3 | 4 | 0.0
COc1ccc2c(c1)[nH]c1c(=O)n(CCCN3CCCCC3C)cnc12 (stereo unspecified) | 9 | -0.3 | 8 | 0.0
CCc1ccc(N2N=C(C)/C(=C/c3ccc(N(C)C)c([N+](=O)[O-])c3)C2=O)cc1 | -2 | 0.4 | 11 | 0.1
CCCCN1C(=O)c2ccc(C(=O)O)cc2C1=O | 7 | -2.6 | 3 | 0.2
COCCNC(=O)c1noc2c1CCc1cc(OC)ccc1-2 | 11 | -0.4 | -49 | 0.0
FC(F)(F)c1cccc(-c2cnc3ccc4ccncc4c3c2)c1 | -3 | 0.6 | 7 | -0.3
Cn1cc(CC(=O)Nc2cccc(C#N)c2)c2ccccc21 | 12 | 2.4 | 7 | -0.2
O=C(c1ccc2c(=O)n(Cc3ccc(Cl)cc3)c(=S)[nH]c2c1)N1CCOCC1 | 8 | 1.5 | 8 | 0.0
CCOc1ccc(/C(O)=C2/C(=O)C(=O)N(Cc3cccnc3)C2c2ccc(OCC)c(OC)c2)cc1 (stereo unspecified) | 11 | 1.5 | 6 | 0.5

Compound activity as filed in PubChem.
